FEN1 inh = blocks human flap endonuclease 1 | P39748 | Recombinant FEN1 flap cleavage, fluorescence, 15 min | 390,000 tested, 0.35% active | Potency, µM (highest dose often 114 µM), without a hit: top-dose activity change, negative = inhibition, usual class: inhibitors; note: nearly all actives have a fitted effect of over 65% in size
Target sequence (P39748 whole entry, looked up): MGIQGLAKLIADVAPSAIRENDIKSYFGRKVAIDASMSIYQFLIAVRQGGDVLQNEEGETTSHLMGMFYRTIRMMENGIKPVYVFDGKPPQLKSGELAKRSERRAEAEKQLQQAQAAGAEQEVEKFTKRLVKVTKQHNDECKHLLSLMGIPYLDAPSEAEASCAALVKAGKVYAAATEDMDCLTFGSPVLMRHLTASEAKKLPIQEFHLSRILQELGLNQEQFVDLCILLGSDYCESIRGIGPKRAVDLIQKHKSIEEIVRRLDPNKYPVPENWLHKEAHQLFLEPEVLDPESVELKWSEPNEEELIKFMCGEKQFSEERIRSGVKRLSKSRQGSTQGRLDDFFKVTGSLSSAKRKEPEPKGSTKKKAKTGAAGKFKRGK
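Concentration–response screening of FEN1 (10 nM): 15 min compound preincubation at room temperature, reaction started with 50 nM substrate and read at 0 and 15 min. Corrected, normalized data were fitted by a four-parameter Hill equation.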
GCN5L2 inh = inhibitors of human GCN5L2 histone acetyltransferase; Q92830; GCN5L2 HAT assay, ThioGlo1 CoA-SH fluorescence; Potency, µM (top dose mostly 58.9 µM), inactives show at the highest dose activity change, negative = inhibition, actives largely listed as inhibitors; 390,000 tested, 0.21% active; AID 504327
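qHTS, 1536-well. 20nM enzyme, pH 7.5 HEPES/EDTA/Tween-20 buffer; 15 min compound preinc., RT. Start: 75uM H3(1-25), 70uM AcCoA, 50uM ThioGlo1. Read Ex340/Em540 at t=0 (autofluorescence flag) and t=20 min.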
N370S GC = N370S glucocerebrosidase modulation, Gaucher chaperone candidate; P04062; N370S GC spleen homogenate, 4MU-glucoside fluorescence; Potency, µM (titrated, usually from 59.4 µM), inactives show at the highest dose activity change, negative = inhibition, most hits filed as inhibitors; 330,000 tested, 0.092% active;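 note: 0% = full enzyme activity and -100% = no enzyme basal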
Numbers without * were called inactive; & = joins results of further samples; [ ] = another dose, or the depositor's remark. Calls come from the whole dose curve; as a rule, active = well fitted curve in the direction sought with a large enough effect; inconclusive = small, poorly fitted or top-dose-only effect, or another doubt; inactive = no such curve, though single readings can be large; an effect the other way counts as inactive or inconclusive. Unless noted, % is set by controls: 0 for no effect and ±100 for the full control effect; potency is the fitted concentration of half-maximal effect. Not all compounds are listed; the hit share may differ from the screen's.

Results for COc1ccc(S(=O)(=O)C(C#N)c2nc3ccccc3nc2N2CCC(C)CC2)cc1 (stereo unspecified) ?
GCN5L2 inh: -16%; N370S GC: inconclusive

What do the screens show for `O=C(Cc1ccc(F)cc1)Nc1ccccc1N1CCCC1`?
FEN1 inh: -6%; GCN5L2 inh: -12%; N370S GC: 6%

How did CSc1ccccc1NC(=O)CN(C)CC(=O)NCC(=O)Nc1ccc(F)cc1 do in these assays?
FEN1 inh: 5%; GCN5L2 inh: -3%; N370S GC: -10%

How did CCCCOc1ccc(S(=O)(=O)N2CCCCC2)cc1 do in these assays?
FEN1 inh: -22%; GCN5L2 inh: -26%; N370S GC: -15%

What do the screens show for `Cc1cc(/C=N/NC(=O)c2cccc([N+](=O)[O-])c2)c(C)n1-c1ccccc1`?
FEN1 inh: 1%; GCN5L2 inh: 1%; N370S GC: -9%

Results for CC(OC(=O)CNC(=O)c1sc2ccccc2c1Cl)C(=O)NC1(C#N)CCCCC1 (stereo unspecified) ?
FEN1 inh: -4%; GCN5L2 inh: -5%

Results for COc1cc([N+](=O)[O-])ccc1NC(=O)c1cccc(NC(=O)C(C)C)c1 ?
FEN1 inh: 3%; GCN5L2 inh: 0%; N370S GC: -2%

What do the screens show for `CCOC(=O)c1ccc(NC(=S)NNC(=O)COC)cc1`?
FEN1 inh: -1%; GCN5L2 inh: 2%; N370S GC: 6%

What do the screens show for `CC[C@]12c3[nH]c4cc(-c5ccco5)ccc4c3CCN1C(=O)[C@@H](CC(=O)NCCCN(C)C)C[C@@H]2C(=O)N1CCN(C(=O)C2CC2)CC1`?
FEN1 inh: -17%; GCN5L2 inh: -3%

How did O=C(CCN1C(=O)/C(=C/c2cccc(Br)c2)SC1=S)Nc1cccnc1 do in these assays?
FEN1 inh: -3%; GCN5L2 inh: -6%; N370S GC: 1%

Results for COc1cccc(CC(NC(C)=O)C(=O)NC2CCN(c3c(Cc4ccccc4)c(C)nc4ncnn34)CC2)c1OC (stereo unspecified) ?
FEN1 inh: 0%; GCN5L2 inh: 8%; N370S GC: 15%

What do the screens show for `Cn1cccc1C(=O)N1CCC2(CCCN(c3ccccn3)C2)CC1`?
GCN5L2 inh: -19%; N370S GC: 3%

Results for Cc1cc(C)cc(NC(=O)Cn2c(=O)oc3cc(S(=O)(=O)N4CCC(C)CC4)ccc32)c1 ?
FEN1 inh: 0%; GCN5L2 inh: -14%; N370S GC: 4%

Results for O=C(Nc1ccc(Oc2ccccc2)cc1)C1CCN(S(=O)(=O)c2ccccc2)CC1 ?
FEN1 inh: -8%; GCN5L2 inh: -2%

How did c1ccc(CSc2nnc(-c3ccco3)c(-c3ccco3)n2)cc1 do in these assays?
FEN1 inh: 56µM*; GCN5L2 inh: inconclusive; N370S GC: -4%

Results for COc1cc(/C=N/NC(=O)c2ccncc2)ccc1OC(=O)c1ccc([N+](=O)[O-])cc1 ?
FEN1 inh: 6%; GCN5L2 inh: -10%; N370S GC: -25%

What do the screens show for `CCCN1CCC(=O)N(CCSc2ccc(OC)cc2)CC1`?
FEN1 inh: -1%&5%; GCN5L2 inh: -11%; N370S GC: -3%&-11%

What do the screens show for `COc1cccc(CNC(=O)C(=O)NCC(c2cccs2)S(=O)(=O)c2ccccc2)c1` (stereo unspecified)?
FEN1 inh: 8%; GCN5L2 inh: -10%

What do the screens show for `CCS(=O)(=O)NCC(c1cccnc1)N1CCN(c2ccccc2OC)CC1` (stereo unspecified)?
FEN1 inh: 6%; GCN5L2 inh: 2%; N370S GC: 1%

How did O=C(O)CCN1c2cccc3cccc(c23)S1(=O)=O do in these assays?
FEN1 inh: -12%; GCN5L2 inh: -7%; N370S GC: 8%

Compounds from the list above with an aryl thioether with sulfur outside any ring, in the order listed:
How did CSc1ccccc1NC(=O)CN(C)CC(=O)NCC(=O)Nc1ccc(F)cc1 do in these assays?
FEN1 inh: 5%; GCN5L2 inh: -3%; N370S GC: -10%

How did c1ccc(CSc2nnc(-c3ccco3)c(-c3ccco3)n2)cc1 do in these assays?
FEN1 inh: 56µM*; GCN5L2 inh: inconclusive; N370S GC: -4%

What do the screens show for `CCCN1CCC(=O)N(CCSc2ccc(OC)cc2)CC1`?
FEN1 inh: -1%&5%; GCN5L2 inh: -11%; N370S GC: -3%&-11%

Compounds shown so far containing a nitro group on carbon:
What do the screens show for `Cc1cc(/C=N/NC(=O)c2cccc([N+](=O)[O-])c2)c(C)n1-c1ccccc1`?
FEN1 inh: 1%; GCN5L2 inh: 1%; N370S GC: -9%

Results for COc1cc([N+](=O)[O-])ccc1NC(=O)c1cccc(NC(=O)C(C)C)c1 ?
FEN1 inh: 3%; GCN5L2 inh: 0%; N370S GC: -2%

Results for COc1cc(/C=N/NC(=O)c2ccncc2)ccc1OC(=O)c1ccc([N+](=O)[O-])cc1 ?
FEN1 inh: 6%; GCN5L2 inh: -10%; N370S GC: -25%

The listing continues:
Results for COc1ccc(C2=NOC(C(=O)NCCCn3ccnc3)C2)cc1 (stereo unspecified) ?
FEN1 inh: -12%; GCN5L2 inh: -5%; N370S GC: -20%

Results for COc1ccc(-c2noc(CNS(=O)(=O)c3ccc(Br)cc3)n2)cc1OC ?
FEN1 inh: 1%; GCN5L2 inh: -8%

What do the screens show for `CCOC(=O)C1(CC2CCCCO2)CCN(Cc2nc3ccccc3[nH]2)CC1` (stereo unspecified)?
FEN1 inh: 3%; GCN5L2 inh: -7%; N370S GC: 3%

What do the screens show for `COc1ccc(C(=O)NCc2ccc(N3CCN(C)CC3)cc2)cc1`?
FEN1 inh: -3%; GCN5L2 inh: 10%; N370S GC: 2%

How did CCC(=O)N1CCN(c2c(Cl)cccc2[N+](=O)[O-])CC1 do in these assays?
FEN1 inh: -4%; GCN5L2 inh: 0%; N370S GC: 0%

Results for O=C(CSc1nnc(-c2cc3ccccc3cc2O)n1Cc1ccco1)N1CCc2ccccc2C1 ?
FEN1 inh: -5%; GCN5L2 inh: -2%

Results for Cc1ccc(NC(=O)c2ccccc2OCC(=O)c2ccccc2)cc1 ?
FEN1 inh: -1%; GCN5L2 inh: -5%; N370S GC: 12%

Results for CCC1(c2ccccc2)ON(c2c(Br)cccc2Br)C1=O (stereo unspecified) ?
FEN1 inh: -2%; GCN5L2 inh: -12%

How did COC(=O)CSc1nnc(-c2cccnc2)o1 do in these assays?
FEN1 inh: -1%; GCN5L2 inh: 2%; N370S GC: -1%

How did CN1CCN(c2nc(-c3ccccc3)nc(-c3ccccc3)c2C#N)CC1 do in these assays?
FEN1 inh: -4%; GCN5L2 inh: -4%; N370S GC: -24%

How did Cc1csc2c(NCCCN3CCOCC3)ncnc12 do in these assays?
FEN1 inh: 17%; GCN5L2 inh: -4%; N370S GC: -17%

What do the screens show for `O=C1c2ccccc2C(=O)N1CCSc1ncn[nH]1`?
FEN1 inh: 3%; GCN5L2 inh: -3%; N370S GC: 11%

What do the screens show for `CC(C)Cn1c(CCC(N)=O)nnc1SC(C)C(=O)Nc1ccc2c(c1)OCO2` (stereo unspecified)?
FEN1 inh: 1%; GCN5L2 inh: -7%

Results for O=C(CCCn1c(=O)[nH]c2ccc(Br)cc2c1=O)NCc1ccc(Cl)cc1 ?
FEN1 inh: 19%; GCN5L2 inh: -14%; N370S GC: -2%

Results for Cn1c(-c2ccccc2)c(C(=O)CCl)c2ccccc21 ?
FEN1 inh: -13%; GCN5L2 inh: -17%; N370S GC: inconclusive

What do the screens show for `O=C1Nc2ccc(Br)cc2/C1=C/C(=O)c1ccc2c(c1)OCO2`?
FEN1 inh: -20%; GCN5L2 inh: -8%; N370S GC: -3%

Results for Cc1cccc(NC(=O)c2ccc3c(=O)n4c(nc3c2)CCCCC4)n1 ?
FEN1 inh: 6%; GCN5L2 inh: -4%; N370S GC: 1%

Results for COC(=O)c1sc2cnccc2c1N ?
FEN1 inh: -18%; GCN5L2 inh: -4%[0.501 µM]; N370S GC: 26%

How did COc1ccc(CCC(=O)Nc2cccc(S(=O)(=O)N3CCOCC3)c2)cc1OC do in these assays?
FEN1 inh: -1%; GCN5L2 inh: -20%; N370S GC: -12%

How did CCc1ccc(NC(=O)Nc2ccsc2C(=O)OC)cc1 do in these assays?
FEN1 inh: inconclusive; GCN5L2 inh: inconclusive; N370S GC: -4%

How did CCCC(c1nnnn1CS(=O)(=O)c1ccc(C)cc1)N1CCN(c2ccccc2)CC1 (stereo unspecified) do in these assays?
FEN1 inh: -1%; GCN5L2 inh: -13%; N370S GC: 4%

What do the screens show for `CCN1CCN(C(=O)CCn2c(=O)c3cccn3c3cccnc32)CC1`?
FEN1 inh: -16%; GCN5L2 inh: 1%; N370S GC: 0%

How did CC(NC(=O)Cn1cnc2c1c(=O)n(C)c(=O)n2C)c1ccccc1 (stereo unspecified) do in these assays?
FEN1 inh: -4%; GCN5L2 inh: -4%; N370S GC: -4%

What do the screens show for `Cc1c(C(=O)NCc2cccnc2)oc2ccc(S(=O)(=O)N3CCCC(C)C3)cc12` (stereo unspecified)?
FEN1 inh: -12%; N370S GC: 0%

Results for COCCNC(=O)c1onc(CSc2cc(C)ccc2C)c1C(=O)O ?
FEN1 inh: -3%; GCN5L2 inh: 1%; N370S GC: 1%

Results for C=CCc1cccc2cc(C(=O)N(CC)CC)c(=O)oc12 ?
FEN1 inh: -2%; GCN5L2 inh: -16%; N370S GC: 3%

How did COc1ccc(NC(=O)C2CCCN2C(=O)Nc2ccc(OC)cc2)cc1 (stereo unspecified) do in these assays?
FEN1 inh: 0%; GCN5L2 inh: -6%; N370S GC: -1%

How did CC(C)OC(=O)CSc1nnc(-c2ccc([N+](=O)[O-])cc2)o1 do in these assays?
FEN1 inh: -3%; GCN5L2 inh: -2%; N370S GC: 3%

How did CC1CCCCC12NC(=O)N(CC(=O)NCc1ccco1)C2=O (stereo unspecified) do in these assays?
FEN1 inh: 25%; GCN5L2 inh: -8%

What do the screens show for `CCOC(=O)c1cc(CC)sc1NC(=O)C1CC1`?
FEN1 inh: -3%; GCN5L2 inh: -8%; N370S GC: 6%

Results for Cc1ccccc1-n1c(=O)[nH]c(=O)c2c(N)c(C(=O)c3ccc(Cl)cc3)sc21 ?
FEN1 inh: -2%; GCN5L2 inh: 3%; N370S GC: 5%

How did CN(C)S(=O)(=O)c1ccc(C(=O)NCCN=C2NS(=O)(=O)c3ccccc32)cc1 do in these assays?
FEN1 inh: 2%; GCN5L2 inh: -12%; N370S GC: -15%

Results for COc1cc(/C=C/C(=O)O)cc(Br)c1O ?
FEN1 inh: -1%; GCN5L2 inh: 2%; N370S GC: -19%

How did COc1ccc2[nH]cc(CCNc3nc(-c4c(C)noc4C)nc4ccccc34)c2c1 do in these assays?
GCN5L2 inh: -15%; N370S GC: inconclusive

Results for Cc1noc(C)c1CSc1nnc2scc(-c3ccc(Cl)cc3)n12 ?
FEN1 inh: 3%; N370S GC: 1%

What do the screens show for `CCOc1ccc(CNC(=O)c2ccc3c(c2)c(C)c(C)n3C)cc1`?
FEN1 inh: -16%; GCN5L2 inh: -9%

Results for Cc1ccc(CNC(=O)CCC(=O)Nc2nnc(C3CCCCC3)s2)cc1 ?
FEN1 inh: 5%; GCN5L2 inh: -5%; N370S GC: 2%

What do the screens show for `Cc1ccc(Cl)c(OCC(=O)NN2CCN(C)CC2)c1`?
FEN1 inh: 25%; GCN5L2 inh: 0%; N370S GC: 10%

How did Cc1ccc(NS(=O)(=O)c2ccc(CCC(=O)NCCO)cc2)cc1 do in these assays?
FEN1 inh: 2%; GCN5L2 inh: -4%[0.501 µM]; N370S GC: -3%

Results for COc1ccc(/C=C\C(=O)CC(O)(c2ccccc2)C(F)(F)F)cc1 (stereo unspecified) ?
FEN1 inh: inconclusive; GCN5L2 inh: -2%[0.501 µM]; N370S GC: -4%

Results for CC1CN(c2nc3c(c(=O)[nH]c(=O)n3C)n2Cc2ccccc2F)CC(C)O1 (stereo unspecified) ?
FEN1 inh: 4%; GCN5L2 inh: 0%; N370S GC: 8%

How did O=C(NCC(=O)N(c1ccccc1F)C(C(=O)NCC1CCCO1)c1ccccc1)c1ccco1 (stereo unspecified) do in these assays?
FEN1 inh: 4%; GCN5L2 inh: 1%; N370S GC: 2%

How did COc1cccc(NC(=S)N2CCn3c(nc4ccccc43)C2)c1 do in these assays?
FEN1 inh: 8%; GCN5L2 inh: 0%; N370S GC: 2%

How did NS(=O)(=O)c1cccc(Nc2nc3ccccc3nc2NS(=O)(=O)c2ccc(Cl)cc2)c1 do in these assays?
FEN1 inh: 0%; GCN5L2 inh: -23%

Results for Cc1ccc(C)c(NC(=O)CSc2sc3c(O)cc(=O)[nH]c3c2C#N)c1 ?
FEN1 inh: -22%; GCN5L2 inh: -16%; N370S GC: 3%

What do the screens show for `Nc1cc(N)cc(C(=O)OCC(=O)Nc2cc(S(=O)(=O)N3CCCCC3)ccc2Cl)c1`?
FEN1 inh: -8%; GCN5L2 inh: -10%; N370S GC: -12%

What do the screens show for `COCCCNC(=O)CSc1ccc(Cl)cc1`?
FEN1 inh: -6%; GCN5L2 inh: -16%; N370S GC: -18%

Results for COc1ccccc1C(CC(=O)N1CCCC1)c1ccc2c(c1)OCO2 (stereo unspecified) ?
FEN1 inh: -9%; GCN5L2 inh: 3%; N370S GC: -6%

Compound activity (PubChem)
